Bioassay records as filed in PubChem BioAssay.
TSHR antagonist: blocks TSH signaling through the human TSH receptor; P16473; TSHR-expressing cells, TSH-stimulated cAMP HTRF, 2 h; active compounds read low; activity change, negative = inhibition, % at 11.5 µM; hit rate 0.2% among 330,000; AID 504810;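 active = activity change below a set negative limit, meaning inhibition stronger than a set level, cut at about -70% in these data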; note: % is set by controls: 0 for no effect and ±100 for the full control effect
Target sequence (P16473 whole entry, looked up): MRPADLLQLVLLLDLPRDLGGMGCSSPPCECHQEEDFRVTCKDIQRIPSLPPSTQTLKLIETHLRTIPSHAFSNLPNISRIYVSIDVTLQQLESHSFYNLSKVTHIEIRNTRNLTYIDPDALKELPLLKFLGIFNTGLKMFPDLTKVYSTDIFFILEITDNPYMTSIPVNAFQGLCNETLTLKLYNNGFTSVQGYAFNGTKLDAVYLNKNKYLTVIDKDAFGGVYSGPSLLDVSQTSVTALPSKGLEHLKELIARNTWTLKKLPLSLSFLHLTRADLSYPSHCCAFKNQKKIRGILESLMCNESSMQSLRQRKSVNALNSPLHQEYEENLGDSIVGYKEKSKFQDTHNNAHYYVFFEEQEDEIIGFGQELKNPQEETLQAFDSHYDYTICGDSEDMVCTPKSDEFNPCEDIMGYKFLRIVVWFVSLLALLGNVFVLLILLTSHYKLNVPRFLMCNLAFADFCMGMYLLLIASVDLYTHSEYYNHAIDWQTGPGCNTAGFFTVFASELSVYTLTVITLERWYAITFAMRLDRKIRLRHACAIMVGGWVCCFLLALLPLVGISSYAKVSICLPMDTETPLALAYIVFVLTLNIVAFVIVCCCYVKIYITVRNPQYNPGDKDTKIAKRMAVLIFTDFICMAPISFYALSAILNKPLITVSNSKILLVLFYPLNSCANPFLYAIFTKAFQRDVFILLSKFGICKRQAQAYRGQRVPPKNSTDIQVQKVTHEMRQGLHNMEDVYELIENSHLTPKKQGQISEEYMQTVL
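Antagonism was scored as loss of TSH-driven cAMP in TSHR cells, stimulated with 4nM TSH (EC80) for 2 hours at 37 deg C and detected by homogeneous HTRF competition immunoassay.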
TRPV1 ag: activates the human vanilloid receptor TRPV1 | Q8NER1 | TRPV1-expressing cells, Fluo-8 calcium influx, agonist mode | activation, % at 8.33 µM | hit rate 0.19% among 320,000; in the data active = activation above about 80%; note: 0% is about no effect
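Fluo-8 calcium influx in TRPV1-expressing cells, kinetic read (ex 480/em 520 nm). Compound added and read 3 min for agonist activity, followed by capsaicin at EC20 final and 2 min further read for enhancement.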
TCR activator: T cell receptor activation; primary human leukocytes, anti-CD3, IL-2 HTRF, 48 h; Potency, µM (series often up to 9.22 µM), inactives show at the highest dose activation of IL-2 secretion, most hits filed as activators; 330,000 tested, under 10 active; AID 504894; note: % of control where 0% means no effect
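IL-2 produced over 48 hr by a-CD3 bead-stimulated primary human leukocytes exposed to compounds was detected with a homogeneous time-resolved FRET immunoassay, 665nm acceptor signal after 320nm excitation.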
Mito fusion act: mitochondrial division inhibition or fusion activation; S. cerevisiae fusion-defective mutant growth rescue, CellTiterGlo 48 h; Potency, µM (top dose mostly 46.1 µM), for the others: top-dose growth rescue (activation), usual class: activators; hit rate 0.23% among 320,000; AID 485298;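 note: potency is the fitted concentration of half-maximal effect; % of control where 0% means no effect; nearly all actives have a fitted effect of over 45% in size; temperature-sensitive fusion mutants such as fzo1-1 at 37 °C on non-fermentable ethanol glycerol medium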
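Read-out: ATP-based luminescence (CellTiterGlo, 10 min ambient) reporting growth of fusion-defective ts yeast after 48 hours at 37C on glycerol/ethanol YPEG medium in the presence of compound.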
Numbers without * were called inactive; nt = not tested or not shown. Unless noted, calls come from the whole dose curve; as a rule, active = well fitted curve in the direction sought with a large enough effect; inconclusive = small, poorly fitted or top-dose-only effect, or another doubt; inactive = no such curve, though single readings can be large; an effect the other way counts as inactive or inconclusive. Some of the compounds tested; the hit share may differ from the screen's.

TSHR antagonist | TRPV1 ag | TCR activator | Mito fusion act | smiles
nt | nt | nt | -3% | CCc1ccccc1NC(=O)c1oc(=O)c2ccccc2c1-c1ccccc1
nt | nt | nt | -6% | CC(C)(C)c1ccc(OCC(=O)Nc2ccc(S(=O)(=O)Nc3ncccn3)cc2)cc1
nt | nt | nt | 6% | Cc1ccc(CNC(=O)c2c[nH]c3ccc(S(=O)(=O)Nc4ccc(C(C)C)cc4)cc3c2=O)cc1
nt | nt | nt | -2% | COc1cccc([C@@H]2Nc3ccc(C(=O)O)cc3[C@@H]3C=CC[C@@H]32)c1OC
nt | nt | nt | -3% | COc1ccc(C2c3c(oc4ccc(C)cc4c3=O)C(=O)N2CCCN2CCOCC2)cc1OC (stereo not given)
nt | nt | nt | -3% | Cc1cc(C)cc(NC(=O)CSc2nc3sc4c(c3c(=O)[nH]2)CCCC4)c1
nt | nt | nt | 7% | Cc1ccc(NC(=O)CCS(=O)(=O)c2ccc(Br)cc2)c(C)c1
nt | nt | nt | 6% | Cc1cc(C)c(S(=O)(=O)Nc2cccc(-c3cn4ccccc4n3)c2)c(C)c1
nt | nt | nt | -2% | CC(C)(C)NC(=O)c1cnn2c(C(F)F)cc(-c3ccccc3)nc12
nt | nt | nt | -2% | Cc1ccc(C2C=C(c3ccc(Cl)cc3)Nc3nc(NC(=O)CCC(=O)O)nn32)cc1 (stereo not given)
nt | nt | nt | -5% | O=C(Nc1ccc(Br)cc1)c1ccc(Br)c(S(=O)(=O)N2CCCCC2)c1
nt | nt | nt | -3% | Cn1ncc2c(NCc3ccc(F)cc3)ncnc21
nt | nt | nt | 1% | CNS(=O)(=O)c1cc(-c2nn3c(C)nnc3c3ccccc23)ccc1C
nt | nt | nt | -2% | CCC(=O)Nc1sc2c(c1C(=O)Nc1ccccc1C)CCC(C)C2 (stereo not given)
nt | nt | nt | 2% | CCOC(=O)c1cc(-c2ccccc2)n(CC(=O)Nc2ccc(OC)cc2OC)c1C
nt | nt | nt | -7% | CCn1c(/C(C#N)=C/c2ccccc2Cl)nc2ccccc21
nt | nt | nt | 1% | CCOc1ccc(-c2nc(CSCC(=O)N3CCN(c4cccc(C(F)(F)F)c4)CC3)c(C)o2)cc1
nt | nt | nt | -5% | CCOC(=O)c1cc(-c2ccc(OC)cc2)n(CCC(=O)Nc2ccccc2OC)c1C
nt | nt | nt | -3% | Cc1ccc(C2C=C(c3ccccc3)Nc3nc(NS(=O)(=O)c4ccc(C)cc4)nn32)cc1 (stereo not given)
nt | nt | nt | 7% | CCC(CC)C(=O)Nc1cccc(-c2cn3cccnc3n2)c1
nt | nt | nt | -3% | CCCN(CCC)S(=O)(=O)c1ccc2c(c1)N(CC(=O)NCc1ccc(F)cc1Cl)C(=O)CS2
nt | nt | nt | 1% | Cc1ccc(CCNC(=O)c2c[nH]c3ccc(S(=O)(=O)Nc4cccc(C(F)(F)F)c4)cc3c2=O)cc1
nt | nt | nt | 0% | COc1ccccc1CNC(=O)CN(c1ccccc1OC)S(C)(=O)=O
nt | nt | nt | -8% | COc1cccc(-c2ccc3c(N)c(C(=O)Nc4cc(F)ccc4F)sc3n2)c1
nt | nt | nt | -1% | COc1cc(C2CC(=O)c3c([nH]c(C(=O)OC4CCCCC4)c3C)C2)cc(OC)c1OC (stereo not given)
nt | nt | nt | 8% | COc1ccc(-c2nc3n(n2)C(c2ccc(OC)c(OC)c2)C(C(=O)Nc2cccnc2)=C(C)N3)cc1 (stereo not given)
nt | nt | nt | 3% | Cc1cccc(NC(=O)CCn2nc(-c3ccccc3)c3ccccc3c2=O)c1
nt | nt | nt | -1% | O=C1Nc2ccccc2Oc2cc(Oc3ccc(Cl)cc3)ccc21
nt | nt | nt | -14% | COc1cccc2cc(-c3nc4sc(C(=O)Nc5ccc(F)cc5F)c(C)c4c(=O)[nH]3)c(=O)oc12
nt | nt | nt | 4% | COc1ccccc1-n1c(-c2ccc(C)cc2)cn2c3c(=O)n(C)c(=O)n(C)c3nc12
nt | nt | nt | 3% | Cc1cccc(NC(c2cccc(F)c2)c2ccc3ccc(C)nc3c2O)n1 (stereo not given)
nt | nt | nt | 7% | Cc1ccc(CNC(=O)CSCc2ccccc2C)cc1
nt | nt | nt | -7% | COc1ccc(CCNC(=O)Cn2nnc(-c3ccc(Cl)cc3)n2)cc1OC
nt | nt | nt | 1% | O=C(O)Cn1nnc(-c2ccc(OCc3cccc(C(F)(F)F)c3)cc2)n1
nt | nt | nt | 0% | COc1cccc(C2C(C(=O)Nc3ccccc3)=C(C)Nc3nnnn32)c1OC (stereo not given)
nt | nt | nt | -8% | Cc1ccc(N2CC(C(=O)Nc3ccc(Br)cc3)CC2=O)cc1 (stereo not given)
nt | nt | nt | 3% | Cc1ccc(-c2cn3c4c(=O)n(C)c(=O)n(C)c4nc3n2-c2cccc(Cl)c2)cc1
nt | nt | nt | 1% | Cc1ccc(-c2c(C)n3c4c(=O)n(C)c(=O)n(C)c4nc3n2CCO)cc1
nt | nt | nt | -1% | COc1ccc(Cl)cc1S(=O)(=O)N1CCN(Cc2cccc(F)c2)CC1
nt | nt | nt | 2% | Cc1ccc(C(=O)CC2(O)C(=O)N(Cc3ccccc3)c3ccc(Br)cc32)cc1 (stereo not given)
nt | nt | nt | 4% | COc1ccccc1-n1c(=O)c2c3c(sc2n(C)c1=O)CN(C(C)=O)CC3
nt | nt | nt | 6% | CCOC(=O)c1ccc(N2CC3=C(C2=O)C(c2ccc(OC)cc2)NC(=O)N3C)cc1 (stereo not given)
nt | nt | nt | -4% | O=C(NCC(c1ccc2c(c1)OCO2)N1CCN(c2ccccc2)CC1)c1ccccc1F (stereo not given)
nt | nt | nt | -8% | O=C(Nc1ccc(-c2nc3ccccc3o2)c(O)c1)c1ccccc1
nt | nt | nt | 2% | COC(=O)c1ccc(OCC(O)Cn2cnc3cc(C)c(C)cc32)cc1 (stereo not given)
nt | nt | nt | 8% | Cn1c(=O)c2c(c3ccccc31)OC(=O)CC2c1cccc(Cl)c1 (stereo not given)
nt | nt | nt | -6% | O=C(Nc1ccc(F)cc1F)c1cc2nc(-c3ccco3)cc(C(F)(F)Cl)n2n1
5 | nt | nt | nt | NC(=O)C1CCN(c2nc(-c3ccccc3Cl)cs2)CC1
-4 | nt | nt | nt | NC(=O)C1CCN(c2nc(-c3ccc(Cl)cc3)cs2)CC1
-19 | nt | nt | nt | CCOC(=O)C1CCN(c2nc(-c3ccc(Br)cc3)cs2)CC1

Compounds from the list above that have a tert-butyl group, in the order listed:
TSHR antagonist | TRPV1 ag | TCR activator | Mito fusion act | smiles
nt | nt | nt | -6% | CC(C)(C)c1ccc(OCC(=O)Nc2ccc(S(=O)(=O)Nc3ncccn3)cc2)cc1
nt | nt | nt | -2% | CC(C)(C)NC(=O)c1cnn2c(C(F)F)cc(-c3ccccc3)nc12

The listing continues.
TSHR antagonist | TRPV1 ag | TCR activator | Mito fusion act | smiles
-11 | nt | nt | nt | COc1cccc(-c2csc(N3CCC(C(N)=O)CC3)n2)c1
nt | nt | -1% | nt | O=C1[C@H](Cc2ccccc2)NCCCC[C@@H](c2ccc(Cl)cc2)N1Cc1ccccc1
nt | nt | -2% | nt | O=C(NCc1ccccc1)C1=C[C@@H](c2ccc3c(c2)OCO3)C[C@@H](OCCCCO)O1
nt | nt | 5% | nt | CCOC(=O)CN1C(=O)N[C@@H](c2cccc(C(F)(F)F)c2)C(C(C)=O)=C1C
nt | nt | 8% | nt | CC1(C)c2[nH]c3ccccc3c2C[C@H]2C(=O)N(Cc3ccc(F)cc3)C(=O)N21
nt | nt | -7% | nt | COc1cc2c3c([nH]c2cc1F)C(=O)NCC3
nt | nt | -6% | nt | O=C(NCc1cccnc1)[C@@H]1CC=C[C@@H]2CCN(Cc3ccccc3)C(=O)[C@@H]21
nt | nt | -3% | nt | COc1ccc(C[C@H](C)NC[C@@H](O)c2ccc(O)c(NC=O)c2)cc1
nt | nt | -23% | nt | COc1ncccc1-c1nnn(-c2ccccc2Br)n1
nt | nt | -2% | nt | CC1(C)c2[nH]c3ccccc3c2C[C@@H]2C(=O)N(c3cc(F)ccc3F)C(=O)N21
nt | nt | 4% | nt | OCCNc1nc(Nc2cc(Cl)ccc2OC2CCCC2)nc(N2CCCC2)n1
nt | nt | -18% | nt | CC(C)(C)N1[C@@H](CC(=O)O)c2cc(C(F)(F)F)ccc2S1(=O)=O
nt | nt | -5% | nt | CC1(C)c2[nH]c3ccccc3c2C[C@H]2C(=O)N(Cc3ccccc3)C(=O)N21
nt | nt | -1% | nt | OCCNc1nc(Nc2ccc(Cl)cc2)nc(N2CCCC2)n1
nt | nt | 4% | nt | CCn1nc(Cc2cccc3ccccc23)c(C#N)c1N
nt | nt | 1% | nt | COc1cccc(C2=CC(=O)CC(C)(C)C2)n1
nt | nt | -5% | nt | O=C1CC2(CCCCCC2)Oc2ccccc21
nt | nt | -6% | nt | COc1c(F)cc2[nH]c3c(c2c1F)CCNC3=O
nt | nt | -5% | nt | O=C(Nc1ccccc1)C1=C[C@@H](c2ccc3c(c2)OCO3)C[C@@H](OCCCCO)O1
nt | nt | 1% | nt | COc1ccc2[nH]c3c(c2c1)CCNC3=O
nt | nt | -5% | nt | COC(=O)C[C@H]1c2ccccc2S(=O)(=O)N1c1cccc(OC)c1
nt | nt | -5% | nt | C[C@H](NC(=O)CCC1CCC(=O)N1)c1ccccc1 (stereo not given in full)
nt | nt | -2% | nt | CC1(c2nnc(Cc3ccccc3)o2)CC(c2ccc(F)cc2)=NO1 (stereo not given)
nt | nt | 5% | nt | COc1c(O)cccc1[C@H](O)C1CCN(CCc2ccc(F)cc2)CC1
nt | nt | -1% | nt | CCN1C(=O)N[C@@H](CCc2ccccc2)[C@H](C(C)=O)[C@H]1C

Six compounds drawn at random from the list so far, as already listed:
TSHR antagonist | TRPV1 ag | TCR activator | Mito fusion act | smiles
nt | nt | -18% | nt | CC(C)(C)N1[C@@H](CC(=O)O)c2cc(C(F)(F)F)ccc2S1(=O)=O
nt | nt | -3% | nt | COc1ccc(C[C@H](C)NC[C@@H](O)c2ccc(O)c(NC=O)c2)cc1
nt | nt | -5% | nt | CC1(C)c2[nH]c3ccccc3c2C[C@H]2C(=O)N(Cc3ccccc3)C(=O)N21
nt | nt | -5% | nt | C[C@H](NC(=O)CCC1CCC(=O)N1)c1ccccc1 (stereo not given in full)
nt | nt | 1% | nt | COc1cccc(C2=CC(=O)CC(C)(C)C2)n1
nt | nt | -6% | nt | COc1c(F)cc2[nH]c3c(c2c1F)CCNC3=O

(further entries)
TSHR antagonist | TRPV1 ag | TCR activator | Mito fusion act | smiles
nt | -4 | nt | nt | N#Cc1cccc(NC(=O)c2ccc3c(c2)N(Cc2cccc(Cl)c2)C(=O)c2ccccc2S3(=O)=O)c1
nt | 16 | nt | nt | O=S(=O)(Nc1cccc2cccnc12)c1ccccc1Br
nt | -4 | nt | nt | CCOc1ccc(C2=C(C(C)=O)Sc3nnc(C)n3N2C(C)=O)cc1
nt | 0 | nt | nt | COc1ccc(S(=O)(=O)N2CCN(c3ccccc3OC)CC2)cc1-c1noc(C)n1
nt | 4 | nt | nt | COc1ccc(Cl)cc1NC(=O)CSc1nc(=O)[nH]c2c1CCC2
nt | 11 | nt | nt | COc1cccc(CN2C(=O)c3ccccc3Sc3ccc(C(=O)NCCc4ccc(Cl)cc4)cc32)c1
nt | 7 | nt | nt | Cc1cc(C)cc(NC(=O)c2sc3nc4n(c(=O)c3c2C)N=C(c2ccccc2)CS4)c1
nt | 2 | nt | nt | CCc1ccc(NC(=O)C2CCC(CNS(=O)(=O)c3ccc4c(c3)CC(C)N4C(C)=O)CC2)cc1 (stereo not given)
nt | 5 | nt | nt | COc1ccc(-c2nc3c(c(SCC(=O)Nc4ccc(C(=O)O)cc4)n2)Cc2ccccc2O3)cc1
nt | -1 | nt | nt | CCOC(=O)c1ccc(NC(=O)CSc2nc(-c3cccs3)cc(C(F)(F)F)c2C#N)cc1
nt | 0 | nt | nt | COc1ccc(S(=O)(=O)N2CCN(c3ccccc3)CC2)cc1-c1noc(C)n1
nt | 3 | nt | nt | COC(=O)c1ccccc1NC(=O)CSc1nc2sc3c(c2c(=O)[nH]1)CCCC3
nt | 1 | nt | nt | O=Cc1c[nH]c2ccccc12
nt | 10 | nt | nt | CC(C)(C)OC(=O)N(c1cccc2cccnc12)S(=O)(=O)c1ccccc1Br
nt | 9 | nt | nt | CSc1ccccc1NC(=O)CCS(=O)(=O)c1nc(-c2ccc3c(c2)OCO3)cc(C(F)(F)F)n1
